# ADAM17 inh: ADAM17 inhibition, QFRET primary screen; 370,000 tested, 0.83% active; recombinant ADAM17, EDANS/DABCYL FRET peptide cleavage; P78536; inhibition, % at 6.95 µM;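 active = inhibition above the mean of compounds lying between control limits plus 3 SD, set per campaign, cut at about 8.5% in these data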;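 note: 0% = DMSO-only wells as the low control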
# DAX1 inh-1: inhibits human nuclear receptor DAX1. inhibition, % at 6.75 µM. AID 504766. HEK293 Gal4-DAX1 luciferase reporter, luminescence. 340,000 tested, 0.99% active;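 active = inhibition above the mean over all tested compounds plus 3 SD, cut at about 4.2% in these data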;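 note: 0% = DAX1-transfected cells with DMSO and 100% = empty-vector control cells with DMSO; inhibition shows as a rise in luminescence from relieved DAX1 repression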
# ssDAF-12 act: S. stercoralis DAF-12 activation, primary screen | HEK293 ssDAF-12/GRIP1 lit1-tk-luc reporter, luminescence; % of 3 µM dafachronic acid response | activation, % at 6.8 µM | 370,000 tested, 1% active;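 active = activation above the mean over all tested compounds plus 3 SD, cut at about 0.9% in these data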;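 note: 0% = DMSO-only wells and 100% = 3 µM delta7-dafachronic acid wells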
# ADAM10 inh: inhibitors of human ADAM10; AID 720582; inhibition, % at 7 µM; 370,000 tested, 0.62% active; recombinant ADAM10, EDANS/DABCYL FRET peptide cleavage, 3 h;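 active = inhibition above a per-campaign cutoff equal to the mean of compounds falling between control-based bounds plus 3 SD, cut at about 20% in these data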;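 note: 0% = DMSO wells while the 100% control is not disclosed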
# DAX1 inh-2: inhibitors of DAX1 repression of SF-1 activated StAR promoter; HEK293T StAR-luciferase reporter, SF-1/DAX-1 repression relief; inhibition, % at 6.8 µM; 370,000 tested, 1.1% active; AID 652010;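 active = inhibition above the mean over all tested compounds plus 3 SD, cut at about 3.6% in these data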;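 note: 0% = DAX-1 cells with DMSO and 100% = cells lacking DAX-1 with DMSO; higher inhibition means more luminescence from relief of DAX-1 repression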
# hgDAF-12 ag: agonists of H. glycines DAF-12 nuclear receptor; HEK293 GAL4-hgDAF12 UAS-luciferase reporter, agonist luminescence; normalized to butyrate control; activation, % at 6.8 µM; 370,000 tested, 1.8% active; AID 687014;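 active = activation above a cutoff set at the mean of all screened compounds plus 3 SD, cut at about 10% in these data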;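 note: 0% = DMSO wells and 100% = sodium butyrate wells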
# FXN GAA850 act: activators of GAA850 frataxin (FXN) promoter. HEK293 lucGAA850 FXN promoter luciferase reporter, 24 h; percent of 10 µM SAHA response. AID 540364. 360,000 tested, 0.56% active. activation, % at 6 µM;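 active = activation above the average of all compounds screened plus 3 SD, cutoff fixed separately per campaign, cut at about 7.5% in these data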;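 note: 0% = DMSO wells and 100% = 10 µM SAHA wells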
# PLC-beta3 inh: PLC-beta3 (human) inhibition, primary screen; Q01970; Purified PLC-beta3, fluorogenic substrate, fluorescence; inhibition, % at 12.2 µM; 370,000 tested, 0.18% active; in the data active = inhibition above about 11%;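 note: 0% = median of compound wells on plate and 100% = full blocker control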
# Target sequence (Q01970 whole entry, looked up): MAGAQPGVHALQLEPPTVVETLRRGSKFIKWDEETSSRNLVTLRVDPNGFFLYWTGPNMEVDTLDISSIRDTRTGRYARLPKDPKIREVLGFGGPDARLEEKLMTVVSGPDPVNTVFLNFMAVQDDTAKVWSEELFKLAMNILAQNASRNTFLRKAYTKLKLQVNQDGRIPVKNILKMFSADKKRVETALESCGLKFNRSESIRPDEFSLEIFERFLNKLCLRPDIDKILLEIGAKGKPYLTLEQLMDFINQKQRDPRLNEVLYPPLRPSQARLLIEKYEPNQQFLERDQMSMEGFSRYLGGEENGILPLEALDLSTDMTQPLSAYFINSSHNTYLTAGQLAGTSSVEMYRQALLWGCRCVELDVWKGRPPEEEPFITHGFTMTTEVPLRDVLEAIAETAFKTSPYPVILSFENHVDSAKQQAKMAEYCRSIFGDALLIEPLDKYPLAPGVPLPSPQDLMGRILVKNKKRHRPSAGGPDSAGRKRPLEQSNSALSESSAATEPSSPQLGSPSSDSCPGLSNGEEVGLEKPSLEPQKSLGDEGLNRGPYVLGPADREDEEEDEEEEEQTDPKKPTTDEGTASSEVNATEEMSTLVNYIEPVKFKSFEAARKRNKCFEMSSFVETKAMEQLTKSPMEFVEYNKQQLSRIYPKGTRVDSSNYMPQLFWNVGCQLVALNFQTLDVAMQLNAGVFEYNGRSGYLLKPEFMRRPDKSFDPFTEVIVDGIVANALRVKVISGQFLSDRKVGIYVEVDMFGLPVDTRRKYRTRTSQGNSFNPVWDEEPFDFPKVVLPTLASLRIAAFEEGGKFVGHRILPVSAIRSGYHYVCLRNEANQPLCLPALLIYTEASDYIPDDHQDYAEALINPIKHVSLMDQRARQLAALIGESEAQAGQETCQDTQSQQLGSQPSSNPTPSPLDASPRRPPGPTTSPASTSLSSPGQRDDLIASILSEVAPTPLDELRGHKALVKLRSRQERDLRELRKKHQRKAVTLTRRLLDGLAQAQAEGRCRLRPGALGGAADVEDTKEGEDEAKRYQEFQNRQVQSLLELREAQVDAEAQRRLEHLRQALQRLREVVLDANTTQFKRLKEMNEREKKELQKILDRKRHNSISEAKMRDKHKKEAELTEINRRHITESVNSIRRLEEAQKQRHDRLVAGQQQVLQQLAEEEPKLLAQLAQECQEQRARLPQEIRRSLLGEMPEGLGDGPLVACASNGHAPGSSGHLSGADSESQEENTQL
# hcDAF12 agonist: activators of H. contortus DAF-12 nuclear receptor. 370,000 tested, 1.4% active. AID 652067. activation, % at 6.8 µM. HEK293 hcDAF-12 lit1-tk-luc reporter, luminescence; 0% DMSO, 100% Δ7-dafachronic acid;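 active = activation above the mean of all tested compounds plus 3 SD, cut at about 5.5% in these data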;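 note: 100% = response to 3 µM Δ7-dafachronic acid high control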
# PLC-gamma1 inh: PLC-gamma1 (human) inhibition, primary screen. inhibition, % at 12.2 µM. AID 720700. P19174. purified PLC-gamma1, fluorogenic substrate, fluorescence. 370,000 tested, 0.84% active; in the data active = inhibition above about 9.5%
# HGIII-sPLA2 inh: Inhibits HGIII-sPLA2 liposome hydrolysis, primary screen | AID 743126 | inhibition, % at 12.2 µM | 370,000 tested, 0.56% active | QFRET BODIPY PC-A2 liposome hydrolysis, fluorescence;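 active = inhibition above mean plus 3 SD of compounds lying within the high and low control bounds, cut at about 19% in these data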;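 note: 0% = median of test compound wells and 100% = no enzyme DMSO wells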
# * hit, by the source's call; nt = no result given.
no.	compound	ADAM17 inh	DAX1 inh-1	ssDAF-12 act	ADAM10 inh	DAX1 inh-2	hgDAF-12 ag	FXN GAA850 act	PLC-beta3 inh	hcDAF12 agonist	PLC-gamma1 inh	HGIII-sPLA2 inh
1	N#CCCn1cc(C(=O)O)c(-c2cc3ccccc3o2)n1	-3	1.2	-0.8	-2	-0.5	0.6	-0.6	1	-0.5	1	-1
2	CCN1CCN(CCC(=O)Nc2ccc(C)cc2)CC1	-5	0.5	-1.5	-6	0.4	-0.1	1.3	-8	-1.0	-3	0
3	CCc1ccccc1NC(=O)NCc1cccnc1	-5	0.5	-0.2	-11	2.1	0.6	2.6	-7	1.0	1	1
4	CC(=O)Nc1ccc(N2C(=O)CC(N3CCN(Cc4ccc5c(c4)OCO5)CC3)C2=O)cc1 (centres undefined)	-2	1.5	-1.1	-2	0.5	0.3	-0.8	-1	-1.1	-2	0
5	NC(=S)NN=C1CCCCCCCCCC1	-1	-0.7	-1.3	1	-5.2	1.9	-2.3	-3	-0.9	-2	1
6	COCCCN1C(=O)C(CC(=O)NC2CCCCC2)CC(C(=O)N(C)C)=C1C (centres undefined)	-5	2.1	-1.1	-12	-0.1	1.4	-0.9	1	-0.5	-2	10
7	O=C(Nc1ccccc1)c1ccccc1C(=O)N1CCCCC1	-4	0.8	-1.0	-7	-1.1	-0.8	-0.7	-7	-1.1	2	0
8	CCCCn1nnnc1SCC(=O)N1CCN(C(=O)c2ccco2)CC1	-5	0.4	-0.8	-10	1.1	-0.6	-2.3	-2	-1.0	-1	2
9	O=C(NCc1cc([N+](=O)[O-])ccc1O)c1cccnc1Sc1ccccc1	4	0.4	-1.3	3	-1.4	1.6	-0.6	-1	-1.7	3	-3
10	Cc1ccccc1-c1cccc2c3c([nH]c12)[C@@H]1C[C@H]2[C@@H](CN1CC3)[C@H](C)ON2C	-4	nt	-1.2	-16	0.3	-3.7	nt	-115	-1.3	-82	9
11	CC(=O)Nc1c(N)c2ccccc2oc1=O	-1	0.7	-0.5	-5	-0.6	-2.4	1.1	2	-1.2	3	2
12	CCCc1nnc(SCC(=O)N2CCCCC2C)n1CCOC (centres undefined)	3	-1.8	-0.5	6	0.0	4.8	0.0	-2	-1.2	4	2
13	Cc1ccc2oc(=O)c3cnn(CC(=O)N(CCC(C)C)Cc4ccco4)c3c2c1	-1	1.1	-1.4	-10	-1.5	-3.9	0.1	2	1.1	4	2
14	CC1CCC2(CC1)NC(=O)N(CC(=O)Nc1ccc3[nH]c(=O)[nH]c3c1)C2=O (centres undefined)	0	0.8	-1.1	-23	1.2	1.7	0.1	-5	-0.2	1	16
15	COc1cc(/C=C2\C(=N)N3N=C(S(C)(=O)=O)SC3=NC2=O)ccc1OC(=O)c1cccs1	-24	2.5	-0.7	-65	-0.3	0.9	0.5	-21	1.0	-2	0
16	C/C(=N\Nc1ccc([N+](=O)[O-])cc1)c1ccc(N2CCOCC2)cc1	-2	1.8	-1.0	0	-0.3	0.7	-0.5	-11	1.2	-1	4
17	CC(=O)Nc1c(-c2cc(=O)oc3cc(C)ccc23)oc2ccccc12	2	-0.6	-1.5	-6	0.1	-3.0	-0.9	-312	-3.1	-264	-1
18	CCOC(=O)C1CCCN(C(=O)c2ccc(OC)c([N+](=O)[O-])c2)C1 (centres undefined)	0	1.4	-2.0	0	-0.4	-0.8	2.0	7	-1.4	4	-3
19	CCc1nc2c(OCC(N)=O)cccn2c1N(C)C(=O)c1ccc(OC)cc1	-3	nt	-1.7	-6	-0.2	-1.6	0.6	2	0.2	3	3
20	CCn1cc(C(=O)OCC(=O)c2cc(C)n(-c3cccc(C(F)(F)F)c3)c2C)c(=O)c2ccc(C)nc21	4	-2.4	-1.1	-3	-0.5	-3.0	-1.8	-8	-0.8	-7	-25
21	CCOC(=O)C1CCN(C2=C(NS(=O)(=O)c3ccc(Cl)cc3)C(=O)c3ccccc3C2=O)CC1	-1	0.0	-0.3	2	-0.7	0.7	0.3	-10	0.9	-4	7
22	CCN(CC)Cc1nc2sc(C)c(C)c2c(=O)[nH]1	-2	0.6	-1.2	-7	-0.5	0.2	-1.2	1	-0.6	0	-3
23	CC(=O)c1sc(Nc2ccc3c(c2)OCO3)nc1C	3	nt	-0.2	-12	1.3	9.8	nt	-50	-0.1	-34	9
24	COc1ccc(/C=C/C(=O)OCn2c(SC)nnc(C)c2=O)cc1OC	-3	-1.0	-1.5	-11	-0.2	-1.2	1.9	-12	-0.6	-2	-2

# As entered above:
# Under hgDAF-12 ag, no. 17 has the entry -3.0
# Under HGIII-sPLA2 inh, no. 21 has the entry 7

# The main list resumes, repeating the 2 entries before the break.
no.	compound	ADAM17 inh	DAX1 inh-1	ssDAF-12 act	ADAM10 inh	DAX1 inh-2	hgDAF-12 ag	FXN GAA850 act	PLC-beta3 inh	hcDAF12 agonist	PLC-gamma1 inh	HGIII-sPLA2 inh
23	CC(=O)c1sc(Nc2ccc3c(c2)OCO3)nc1C	3	nt	-0.2	-12	1.3	9.8	nt	-50	-0.1	-34	9
24	COc1ccc(/C=C/C(=O)OCn2c(SC)nnc(C)c2=O)cc1OC	-3	-1.0	-1.5	-11	-0.2	-1.2	1.9	-12	-0.6	-2	-2
25	Fc1ccccc1-c1nnc2ccc3ccccc3n12	-3	-0.8	-1.7	-9	-0.4	0.0	3.7	-5	-0.9	2	-4
26	COC(=O)c1[nH]c2cccc(OC)c2c1NC(=O)CN1CCN(c2cccc(OC)c2)C(C)C1 (centres undefined)	-43	-1.7	-1.9	-128	-0.8	-3.4	-0.9	-232	-1.9	-186	-18
27	Nc1ccc(C=Cc2ccc(N)cc2)cc1	-34	nt	-1.6	-160	-0.5	-1.2	nt	-56	0.3	-40	7
28	COc1cccc(CNC(=O)CCS(=O)(=O)c2ccc3c(c2)NC(=O)C(C)S3)c1 (centres undefined)	-5	-2.1	-1.8	-4	-1.0	-3.0	0.2	-4	-0.4	5	-11
29	Cc1nc(Cl)c(Cl)n1CCOc1ccccc1	1	nt	-1.5	4	0.2	2.9	2.0	-9	3.5	3	-4
30	C#CCNC(=O)C1=C[C@@H](c2coc3ccccc3c2=O)C[C@@H](OCCCCO)O1	-3	0.3	-0.7	1	-0.1	0.0	2.8	2	-0.2	-1	6
31	NC(=O)c1cnn2c1NC(c1ccc(F)cc1)CC2C(F)(F)F (centres undefined)	-1	-0.9	-1.1	1	0.1	-0.6	-1.5	-1	-1.6	4	0
32	O=C(Cn1cc(C(F)(F)F)ccc1=O)N/N=C/c1ccccc1O	-8	-0.9	-0.9	-11	-0.5	-0.4	0.9	-9	-1.5	-4	6
33	Brc1cccc(OCCN2CCOCC2)c1	-2	0.1	0.3	-4	-0.1	0.2	1.9	-4	-0.3	0	2
34	Cc1ccc(C(=O)Nc2cc(C(F)(F)F)ccc2-n2cncn2)o1	-2	0.9	-0.6	-4	-1.4	-3.2	-0.5	0	-0.1	-1	0
35	CN(c1ccc(OCC(=O)OCC(=O)Nc2ccc(Br)cc2)cc1)S(=O)(=O)c1cccs1	12*	0.4	-1.4	20*	0.2	-0.2	-0.3	-9	0.7	3	-26
36	Clc1ncc(CN2CCN(Cc3ccccc3)CC2)s1	1	0.1	-0.6	3	-0.6	4.3	2.9	1	0.1	1	-2
37	CCCNC(=O)Cc1cc(=O)[nH]c(=O)[nH]1	-2	0.3	-0.3	-6	0.3	2.7	2.0	-1	-1.2	0	-2
38	Cc1cccc(C)c1NC(=O)C1CC(=O)N(C(C)C)C1 (centres undefined)	1	0.2	-0.5	-2	-0.5	-1.8	-1.4	3	-0.9	6	5
39	O=C(c1ccc(Cl)cc1)c1cnc(-c2ccc(Cl)cc2)s1	-5	-0.5	-1.0	3	-0.2	1.3	-1.4	1	-0.1	1	1
40	CN(C(=O)CSc1nnc(-c2ccco2)n1C)C1CCCCC1	-7	0.5	-1.0	-2	0.1	1.5	-0.8	-4	0.3	7	7
41	O=C(NC(=S)Nc1ccccc1N1CCCC1)c1cccc(F)c1	-6	-0.7	0.8	-3	-0.3	-0.5	4.6	-18	3.3	-17	5
42	CCOC(=O)N1CCC(NC(=O)CCc2c(C)nc3c(c(C)nn3-c3ccccc3)c2C)CC1	1	2.2	-0.8	-5	-0.5	0.5	-0.4	4	0.3	2	2
43	CC(C(=O)NCC1CCCCC1)N1CCN(S(=O)(=O)/C=C/c2ccccc2)CC1 (centres undefined)	4	-0.4	-0.9	12	-0.6	-1.6	0.2	1	-0.6	1	-9
44	CC(=O)c1ccc(NC(=O)COC(=O)/C=C/c2cccs2)cc1	-4	0.1	-0.5	-2	-1.3	0.9	1.4	-3	-0.5	3	-3
45	COc1cc2c(cc1N)-c1ccc(N)cc1C2	-16	1.3	-1.0	-57	1.5	7.0	1.1	-40	2.3	-34	5
46	O=C(CSc1ccc(-c2cccc([N+](=O)[O-])c2)nn1)N1CCCC1	-7	2.2	-0.9	-7	-0.3	0.4	3.1	-10	-1.4	-2	7
47	CN1C(=O)N(CC(=O)N2CCN(S(=O)(=O)c3ccc(Cl)s3)CC2)C(=O)C12CCCCC2	1	-0.6	-0.5	0	-1.8	-2.4	1.0	-9	-1.4	1	-4
48	COc1ccc2sc(N(CCCN(C)C)C(=O)c3ccc(S(=O)(=O)N(C)C4CCCCC4)cc3)nc2c1	-1	-1.0	-1.2	9	2.1	1.3	0.5	0	0.0	2	-15
49	CC1(C(=O)O)CCC(C(=O)Nc2ccc3ccccc3c2)C1(C)C (centres undefined)	-3	-0.1	-0.9	2	-0.3	0.3	-0.6	1	-0.3	2	-3
50	CSCC[C@H](Nc1ncnc2sc(C)c(C)c12)C(=O)O	3	1.8	-1.7	-3	0.6	1.6	1.1	0	-0.3	1	6
51	CC1(C)Cc2ccccc2C(CSc2ccccc2C(=O)O)=N1	0	1.6	-1.6	1	-1.3	-4.6	-0.6	-3	-1.5	-1	1
52	CCOC(=O)c1cnn(-c2ncnc3sc(CC)cc23)c1N	-6	1.6	0.2	-3	0.8	2.8	-3.7	2	4.8	0	2
53	COc1cccc(N2CCN(CC(=O)Nc3ccccc3C(=O)NCCc3ccccc3)CC2)c1	2	-0.3	-0.8	-8	0.1	2.6	1.2	-12	1.2	-4	5
54	CCN(Cc1ccc2c(c1)OCCO2)C(=O)CSc1nc(C)nc2sc(C)c(C)c12	-4	-0.5	-1.4	-18	2.2	-3.3	1.7	-6	-0.1	1	13
55	CCc1nc2ccc(C(=O)Nc3cc(-c4ccccc4)ccc3OC)cn2c1N(C)Cc1ccc(OC)cc1	-1	nt	-1.6	-7	-1.8	-1.4	3.9	-20	-2.1	-16	-4
56	CSc1nc(C2CC2)cc(-c2cccs2)c1C#N	-9	-0.2	-1.1	-4	0.0	0.2	4.4	-1	-2.1	2	4
57	CC(=O)/C(=C/N(C)C)Sc1ccc(C)cc1	-2	0.1	-1.2	-2	0.0	-0.8	-0.3	0	2.0	3	2
58	CC(=O)Nc1ccc(S(=O)(=O)Nc2nc3ccccc3nc2N2CCCCCC2)cc1	-2	0.2	-0.8	-6	0.2	-1.9	-3.0	-42	0.3	-34	-36
